NTR1 ag: NTR1-driven beta-arrestin-GFP spot formation – imaging, U2OS cells, high content, primary screen (AID 493036); hit rate 0.17% among 330,000; agonist mode; P30989; activation, % at 20 µM;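 active means activation at or above 40% of the spot to cytoplasm intensity ratio, with at least 20 cells analyzed; inconclusive means wells under 20 cells, flagged as cytotoxic or low count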;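 further: 0% = DMSO without peptide and 100% = 100 nM NTR1 peptide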
Target sequence (P30989 whole entry, looked up): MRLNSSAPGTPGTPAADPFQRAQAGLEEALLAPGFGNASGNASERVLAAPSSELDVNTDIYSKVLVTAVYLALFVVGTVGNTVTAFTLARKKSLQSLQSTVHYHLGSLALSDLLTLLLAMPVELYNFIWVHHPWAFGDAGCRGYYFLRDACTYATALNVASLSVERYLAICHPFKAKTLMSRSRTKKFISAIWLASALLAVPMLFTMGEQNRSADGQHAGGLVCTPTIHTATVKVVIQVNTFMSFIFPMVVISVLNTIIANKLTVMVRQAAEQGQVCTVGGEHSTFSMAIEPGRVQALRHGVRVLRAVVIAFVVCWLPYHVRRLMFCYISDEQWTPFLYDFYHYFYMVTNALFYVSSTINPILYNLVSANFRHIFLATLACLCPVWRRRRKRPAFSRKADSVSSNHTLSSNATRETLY
Large T inhibition: TAg ATPase/helicase activity blockers – biochemical (AID 1903); SV40 large T antigen ATPase/helicase inhibition assay; higher % means a stronger effect; inhibition, % at 20 µM; hits with a dose series show IC50 in µM; hit rate 0.39% among 310,000; in the data active means a potency from the dose series; inconclusive means inhibition mostly from about 32% at the one dose, without a potency; inactive means the rest, 99 in 100 with inhibition below about 32%; further: strong numbers were not always called active
UTI89 phage lysis: protection from phage-mediated lysis, alamar blue read-out – E. coli UTI89, K1F phage, bacterial capsule biogenesis inhibitors (AID 488966). E. coli UTI89 K1F phage lysis, alamar blue, 2 h; higher % means a stronger effect. inhibition, % at 100 µM; hits with a dose series show IC50 in µM. hit rate 0.02% among 340,000;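 active means phage lysis inhibition, versus mean bacterial control, above a set limit; inconclusive means no clear call, values can overlap the other calls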;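 further: capsule biogenesis inhibitors block K1F phage lysis so surviving cells raise fluorescence; higher fluorescence means more inhibition of phage lysis; actives were called in the ten point dose series up to 300 µM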
RSV antiviral HEp-2: inhibition of RSV-induced cytopathic effect – HEp-2 cells, primary 10 µM value included (AID 2391); HEp-2 cells, RSV-induced CPE inhibition; higher % means a stronger effect; CPE inhibition, % at 10 µM; hits with a dose series show IC50 in µM; hit rate 0.13% among 310,000; in the data active means a potency from the dose series; inconclusive means CPE inhibition mostly from about 23% at the one dose, without a potency; inactive means the rest, 99 in 100 with CPE inhibition below about 21%; further: strong numbers were not always called active
West Nile antiviral: West Nile virus antiviral activity, cell-based, CPE readout (AID 1621); West Nile virus-infected cells, CPE inhibition; higher % means a stronger effect; one-dose CPE inhibition, % at 10 µM; IC50 in µM for titrated hits; hit rate 0.02% among 290,000; in the data active means a potency from the dose series; inconclusive means CPE inhibition mostly from about 3.7% at the one dose, without a potency; inactive means the rest, 99 in 100 with CPE inhibition below about 2.2%; further: strong numbers were not always called active
Rac1 GTP hydrolysis: MgcRacGAP GTPase-activating activity inhibitors, confirmation, biochemical, ADP Hunter fluorescence. MgcRacGAP-stimulated Rac1 GTP hydrolysis, ADP Hunter fluorescence; higher % means a stronger effect; GST-tagged Rac1 F28L mutant substrate. inhibition, % at 30 µM, or IC50 in µM where a hit was titrated. hit rate 0.6% among 340,000;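 active means first-screen hits whose inhibition reached a set limit at any dose in the follow-up dose series; inconclusive means inhibition above the set first-screen limit but never retested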;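 further: fluorescence reports GDP produced by GAP-driven GTP hydrolysis; strong numbers were not always called active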
T cell modulator: T cell immune modulation candidate. 2C CD8+ T cell-vesicle binding, flow cytometry; stronger effect = lower value. calls only at 7 µM. hit rate 0.068% among 330,000;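 active means response, share of CD8 T cells binding vesicles, and their 90th percentile fluorescence all below set limits, cut at about 80% in these data, passing the limit was not always enough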
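Assay system – 2C mouse CD8+ T cells · Also added – QL9-loaded Drosophila micro-vesicles · Timing – Cell–vesicle co-incubation 1.5 h at 37 °C, staining 20 min on ice · Signal – flow cytometry of vesicle-bound cells · Measure – percent CD8+ FL2 mean versus row control · Controls – Peptide-free naked vesicles (low) and QL9 vesicles with 0.7% DMSO vehicle (high)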
Dengue-2 NS5 capping: Dengue-2 NS5 methyltransferase inhibitors, primary screen, biochemical, confirmation dose response (AID 588689). Dengue-2 NS5 methyltransferase capping enzyme assay, biochemical; higher % means a stronger effect. one-dose inhibition, % at 25 µM; IC50 in µM for titrated hits. hit rate 0.3% among 340,000; in the data active means a potency from the dose series; inconclusive means inhibition above about 29% without an active follow-up result
Salmonella PhoP GFP: inhibitors of PhoP regulon expression, primary screen, Salmonella Typhimurium, GFP reporter (AID 1863); hit rate 0.16% among 300,000; one-dose inhibition, % at 50 µM; IC50 in µM for titrated hits; S. Typhimurium PhoP-regulated promoter GFP reporter, 4 h; higher % means a stronger effect;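 active means inhibition over 29.93%, a cutoff 3 SD above the screen mean, later confirmed by dose response; inconclusive means inhibition over 29.93% but no dose response follow-up; inactive means inhibition at most 29.93% or unconfirmed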;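 further: 0% = low Mg2+ inducing control and 100% = high Mg2+ repressing control; strong numbers were not always called active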
T cell modulator vesicle-bound %: further read-out of T cell modulator, marked with its call; double positive events, %; measured here: CD8+ vesicle-bound cell fraction;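 binding gate set so that unloaded-vesicle control wells show 10% double positive cells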
NTR1 ag cell count 20 µM: also measured in NTR1 ag; calls as there; cell count; measured here: cell count, cytotoxicity flag
Dengue-2 NS5 capping pilot replicate: also measured in Dengue-2 NS5 capping; calls as there; inhibition, %; measured here: pilot screen replicate inhibition
* hit, by the source's call; i = inactive; ? = inconclusive; . = no result given; & = joins results of further samples; [ ] = dose if it differs, or a comment. Not a hit list, and some 1.5% of all compounds hit somewhere here.

The opening 2 compounds, to show the layout:
SMILES	NTR1 ag	NTR1 ag cell count 20 µM	Large T inhibition	UTI89 phage lysis	RSV antiviral HEp-2	West Nile antiviral	Rac1 GTP hydrolysis	T cell modulator	T cell modulator vesicle-bound %	Dengue-2 NS5 capping	Salmonella PhoP GFP	others
CC(Oc1ccc(Cl)cc1Cl)c1ccn[nH]1 (stereo not given)	-0.8	38	3%	1.0%	?	-0.3%	3%	i	50	-7%	-3%
CCN(CC)CCCNC(=O)C1c2ccccc2C(=O)N(CCOC)C1c1ccc(F)cc1 (stereo not given)	5.0	67	1%	0.4%	1.4%	0.1%	-4%	i	4	-4%	-8%

Results (from the top)
SMILES	NTR1 ag	NTR1 ag cell count 20 µM	Large T inhibition	UTI89 phage lysis	RSV antiviral HEp-2	West Nile antiviral	Rac1 GTP hydrolysis	T cell modulator	T cell modulator vesicle-bound %	Dengue-2 NS5 capping	Salmonella PhoP GFP	others
CC(Oc1ccc(Cl)cc1Cl)c1ccn[nH]1 (stereo not given)	-0.8	38	3%	1.0%	?	-0.3%	3%	i	50	-7%	-3%
CCN(CC)CCCNC(=O)C1c2ccccc2C(=O)N(CCOC)C1c1ccc(F)cc1 (stereo not given)	5.0	67	1%	0.4%	1.4%	0.1%	-4%	i	4	-4%	-8%
CCCCNC(=O)COC(=O)CCC(=O)c1ccc(Cl)cc1	0.7	57	3%	0.4%	2.7%	0.8%	7%	i	16	-2%	8%
C[n+]1ccc(C(=O)NCCC[N+](C)(C)C)cc1/C=N/O	-0.9	39	2%	0.1%	1.8%	0.2%	3%	i	27	-6%	5%
COc1ccccc1N=Nc1ccc(O)c2ncccc12	2.9	96	5%	0.2%[50 µM]	9.6%	?	19%	i	13	12%	8%
Cc1ccc2c(c1)N(CCCC(=O)NCc1ccc3c(c1)OCO3)C(=O)CO2	-2.3	55	15%	-0.4%	0.5%	.	12%	i	29	-6%	-2%
Cc1cc(C)n(S(=O)(=O)c2ccccc2[N+](=O)[O-])n1	0.3	60	6%	0.3%	0.3%	-0.4%	8%	i	52	1%	-6%	Dengue-2 NS5 capping pilot replicate=-3.1
COc1ccc(C)cc1NC(=O)Cn1c(=O)oc2ccccc21	-0.6	73	8%	-0.3%	2.7%	-0.1%	.	i	54	-5%	-4%
Cc1ccc(S(=O)(=O)N(CC(=O)Nc2cccc(C(F)(F)F)c2)C(=O)N2CCN(C)CC2)cc1	0.5	44	8%	0.6%[50 µM]	1.9%	.	2%	i	38	-4%	8%
Cc1ccnc(N2C(=O)c3ccccc3C2Nc2ccccc2Cl)c1 (stereo not given)	3.6	47	-3%	1.5%	-0.6%	-0.2%	13%	i	17	2%	10%
O=C(N/N=C/C=C\c1ccccc1[N+](=O)[O-])c1cc(-c2ccccc2)nc2ccccc12	-0.4	67	14%	0.2%	2.5%	-0.8%	2%	i	26	-9%	21%
CCOC(=O)N1CCN(C(=O)c2ccccc2Oc2ccccc2)CC1	1.5	44	8%	0.0%	1.2%	-0.2%	4%	i	40	-5%	-8%
CN(C)N=Nc1ccc(S(=O)(=O)/N=C(\O)c2ccccc2)cc1	-1.6	57	4%	-1.9%	2.0%	0.6%	-19%	i	62	-5%	-6%
CCOc1ccccc1NC(=O)N1CCCC1C(=O)NCc1cccs1 (stereo not given)	1.7	62	-5%	0.4%	0.3%	-1.0%	8%	i	43	-1%	6%
CC1=C([N+](=O)[O-])C(c2ccc(Cl)cc2)NC(=O)N1C (stereo not given)	1.6	45	23%	0.0%	-1.5%	-1.9%	8%	i	32	-10%	5%
CCC(=O)Nc1cc(Cl)ccc1N1CCN(C(=O)CC)CC1	1.4	40	5%	0.1%	2.7%	-0.2%	10%	i	18	-7%	-1%
COc1ccc(C(C)=O)cc1CSc1nnc(C)n1-c1ccccc1	0.4	27	11%	0.2%	1.8%	0.1%	7%	i	14	-6%	0%
NC(=O)C1CCN(C(=O)COc2ccc(S(=O)(=O)NC3CCCC3)cc2)CC1	0.1	64	3%	0.0%	1.0%	-0.2%	9%	i	38	5%	2%
COc1cc(N)ccc1NC(=O)c1cccs1	1.9	72	18%	9.9%	0.5%	0.1%	106µM*	i	37	1%	25%
COC(=O)/C=C1\SC(=Nc2ccc(Cl)c(Cl)c2)NC1=O	1.6	86	20%	-0.4%	0.2%	0.5%	4%	i	41	-7%	0%
COc1cc(SC)ccc1C(=O)Nc1ccc(Br)cn1	2.0	43	1%	0.9%	2.8%	-0.3%	3%	i	20	8%	-11%
CC1(C2CC2)NC(=O)N(CC(=O)Nc2ccccc2F)C1=O (stereo not given)	-0.5	72	.	0.5%[50 µM]	.	.	3%	.	.	1%	.
C#CCOCCOCCOCCNc1nc(N2CCN(C(=O)CCCCCCCCCCNC(=O)[C@@H](CCC(=O)O)n3cc(CCCCCN)nn3)CC2)nc(N2CCN(C(=O)CCCCCCCCCCNC(=O)[C@H](CCCCN)n3cc(C[C@@H](C)CC)nn3)CC2)n1	0.1	91	27%	-14%	0.5%	.	?	i	42	-5%	-4%
Cc1ccc2nc3c(nc2c1)-c1ccccc1C3=O	1.1	73	6%	0.4%	17%	-0.1%	6%	i	54	-5%	-4%	Dengue-2 NS5 capping pilot replicate=-3.2
CC(C)Nc1nc(NC(C)C)nc(C(N)=O)n1	2.1	84	7%	0.9%	1.8%	0.1%	6%	i	50	1%	8%	Dengue-2 NS5 capping pilot replicate=-4.9
CC(=O)NC(NC(=S)Nc1ccc(N=Nc2ccccc2C)cc1C)C(Cl)(Cl)Cl (stereo not given)	6.1	72	16%	0.8%	2.5%	-1.5%	3%	i	14	-2%	3%
COc1ccc(-c2ccc3ccccc3n2)cc1OC	1.1	62	0%	0.5%	10%	-0.3%	9%	i	20	-4%	-9%
O=C(COC(=O)C1CCCCC1)NCc1ccc(Cl)cc1	0.4	54	.	1.9%	.	.	7%	i	52	8%	.
COc1ccc(S(=O)(=O)N2CCCCCC2)cc1NC(=O)CN1C(=O)NC(C)(c2ccc(C)cc2)C1=O (stereo not given)	1.0	71	32%	0.3%[50 µM]	18%	.	-6%	i	38	2%	-5%
C=CCn1c(CNc2ccc(C)cc2)nnc1SCC(=O)N/N=C/c1ccc(O)cc1	-0.6	50	29%	-0.1%[50 µM]	-0.1%	-0.2%	30%	i	36	1%	4%
COc1ccc(NC(=O)CSc2nnc(Cc3cccn3C)n2-c2ccc(F)cc2)cc1	2.1	61	7%	2.5%	-1.0%	-0.8%	-9%	i	47	-3%	8%
COc1ccc(NC(=O)CN(c2cc(C)cc(C)c2)S(=O)(=O)c2c(C)noc2C)cc1OC	0.3	47	2%	-0.5%	0.1%	0.9%	2%	i	49	0%	-18%
c1nc2nc3c(c(N4CCOCC4)n2n1)CCCC3	-0.6	88	13%	i	1.2%	0.2%	4%	i	50	-14%	-4%
C=CCOC(=O)C1=C(C)NC(SC)=C(C#N)C1c1cccs1 (stereo not given)	-1.9	47	5%	-0.1%	-0.1%	0.2%	12%	i	52	-5%	9%
COc1ccc2cc(CCOC3CCCCO3)ncc2c1 (stereo not given)	0.1	62	.	0.1%	0.7%	.	12%	i	33	2%	.
COc1cccc(CNC(=O)CCC2CCCN(c3cc(C)nc(N)n3)C2)c1 (stereo not given)	0.8	76	6%	0.1%	0.9%	0.3%	13%	i	61	-7%	0%
COc1cc2c(cc1OC)CN(C(=O)CSc1n[nH]c(N)n1)CC2	-1.8	81	13%	-0.8%	1.2%	-0.2%	0%	i	36	-5%	-3%
Cn1nc(C(=O)NCCN2CCOCC2)c2ccccc2c1=O	-0.9	63	14%	-2.1%	1.6%	0.1%	8%	i	4	2%	-4%
O=c1nc2n(c3sc4c(c13)CCCC4)C(CBr)CS2 (stereo not given)	0.2	57	21%	10%	2.1%	-0.2%	13%	i	60	-22%	-8%
COc1ccc(OC)c(C(=O)CSc2nnc(Cc3cccs3)n2CCc2ccccc2)c1	9.0	62	24%	4.0%	4.8%	-0.6%	10%	i	44	-2%	3%
Cc1ccc(-c2cc(C(=O)NN=C3CCCC3)c3ccccc3n2)cc1	2.7	51	4%	6.1%	4.1%	-0.6%	4%	i	30	3%	2%
COc1ccc(N2C(=O)C(CC(=O)O)S/C2=N\N=C\c2cccs2)cc1 (stereo not given)	1.5	81	18%	0.4%	0.7%	0.1%	8%	i	49	-1%	.
C[C@]12CC[C@@H]3c4ccc(O)cc4CC[C@H]3[C@@H]1CCC2=O	0.9	63	12%	0.2%	44%	-0.4%	9%	i	20	3%	-1%
Cc1cc(-c2n[nH]c(=S)n2/N=C/c2sccc2C)n[nH]1	-1.5	57	23%	-3.3%	0.9%	0.0%	75µM*	i	41	-10%	-10%
CC(=O)Oc1cc(C(C)C)c(OCCN(C)C)cc1C	0.7	50	6%&6%	4.1%	0.0%	0.1%	1%	i	28	-2%	3%&1%
C=CCN=C1S/C(=C\N(C)C)C(=O)N1S(=O)(=O)c1ccc(C)cc1	1.4	57	.	0.8%[50 µM]	.	.	2%	i	44	-9%	.
CCOc1ccc(NC(=O)CNc2cccc(S(=O)(=O)N3CCCCCC3)c2)cc1OCC	0.4	58	.	-0.6%[50 µM]	.	.	6%	i	22	0%	.
O=C(OCc1cccc([N+](=O)[O-])c1)c1cc2ccccc2oc1=O	0.5	57	23%	0.1%	1.0%	-0.3%	3%	i	50	-5%	-4%
COC(=O)c1nnn(-c2nonc2N)c1-c1cccs1	-0.5	55	0%	0.5%	-0.4%	-0.5%	10%	i	47	5%	11%
Cc1ccc(CCNC(=O)C2CCN(c3nn4c(=O)cc(C)nc4s3)CC2)cc1	0.4	48	7%	0.7%	0.4%	-0.2%	8%	i	67	2%	-12%
O=C(OCC(=O)c1ccc[nH]1)c1ccc(F)c(S(=O)(=O)N2CCOCC2)c1	1.7	55	.	0.6%[50 µM]	.	.	-4%	i	49	-1%	.
Cc1ccc(C)c(NC(=O)C(Sc2ncnc3ccccc23)c2ccccc2)c1 (stereo not given)	1.9	56	-1%	0.3%	0.4%	-0.2%	9%	i	43	-3%	-4%
CC(C)C(OC(=O)c1ccc(Cl)nc1)C(=O)NC1CCCCC1 (stereo not given)	8.3	51	9%	0.2%	0.9%	-0.4%	1%	i	48	0%	0%
Cc1cccc(NC(=O)CCS(=O)(=O)c2ccc(Br)cc2)c1	-0.3	78	4%	-0.6%[50 µM]	1.2%	-0.6%	-5%	i	31	-5%	-3%
